Screening results: PubChem, Broad Institute
SIRT5 block = inhibitors of human sirtuin-5 desuccinylase | Q9NXA8 | Purified SirT5, succinyl-peptide AMC, trypsin-coupled fluorescence | inhibition, % at 15 µM | 330,000 tested, 1.1% active | AID 652115; in the data active means inhibition above about 15%; inconclusive means no clear call, values can overlap the other calls
Target sequence (Q9NXA8 whole entry, looked up): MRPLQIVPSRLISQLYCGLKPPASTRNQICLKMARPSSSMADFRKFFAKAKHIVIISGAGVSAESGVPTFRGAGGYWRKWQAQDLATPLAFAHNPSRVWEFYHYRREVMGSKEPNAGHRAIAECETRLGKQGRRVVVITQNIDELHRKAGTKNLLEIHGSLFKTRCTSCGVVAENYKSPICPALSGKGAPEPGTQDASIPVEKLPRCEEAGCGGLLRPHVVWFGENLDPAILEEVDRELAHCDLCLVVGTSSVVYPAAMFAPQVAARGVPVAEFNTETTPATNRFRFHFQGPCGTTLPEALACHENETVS
E-selectin induc = E-selectin induction on HUVECs. HUVEC E-selectin immunofluorescence imaging; normalized: neutral wells 0, TNF-alpha wells 100. P16581. activation, % at 7.58 µM. 260,000 tested, 0.37% active;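 active means mean E-selectin-positive cell signal at least 10% of the positive control, reached in at least 60% of replicates, without over 20% cell loss; inconclusive means no rule given, readout overlaps actives, possibly toxicity-flagged; inactive means the rest, including those meeting only one limit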;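 further: in these data hits start at about 27%; measured in HUVEC primary endothelial cells; signal is the percent of cells scored E-selectin positive by PE staining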
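assay system = HUVEC, human umbilical vein endothelial cells | input = 3,000 HUVEC seeded per well | medium = EGM-2 growth medium on 0.1% gelatin-coated wells | dosing = one compound dose added by pin transfer | signal = immunofluorescence imaging | read-out basis = % PE-positive cells | control set = TNF-alpha, DMSO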
DENV2 CPE = DENV2-induced cell death inhibition; 350,000 tested, 1.7% active; CPE inhibition, % at 9.99 µM; DENV2-infected cells, cytopathic effect rescue, plate reader; AID 651640; in the data active means CPE inhibition above about 20%, passing the limit was not always enough; inconclusive means no clear call, values can overlap the other calls; tested in BHK-21 cells;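 further: 0% = median of neutral control wells and 100% = median of positive control wells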
ERp5 inh = ERp5 (human) disulfide isomerase inhibition; 350,000 tested, 0.05% active; ERp5 insulin aggregation, absorbance 650 nm, 90 min; inhibition, % at 9.99 µM;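 active means mean replicate inhibition above about 25%, with every replicate also reaching it, limit read from the data, passing the limit was not always enough; inconclusive means only one of those two criteria met; inactive means neither criterion met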
Target sequence (Q15084 whole entry, looked up): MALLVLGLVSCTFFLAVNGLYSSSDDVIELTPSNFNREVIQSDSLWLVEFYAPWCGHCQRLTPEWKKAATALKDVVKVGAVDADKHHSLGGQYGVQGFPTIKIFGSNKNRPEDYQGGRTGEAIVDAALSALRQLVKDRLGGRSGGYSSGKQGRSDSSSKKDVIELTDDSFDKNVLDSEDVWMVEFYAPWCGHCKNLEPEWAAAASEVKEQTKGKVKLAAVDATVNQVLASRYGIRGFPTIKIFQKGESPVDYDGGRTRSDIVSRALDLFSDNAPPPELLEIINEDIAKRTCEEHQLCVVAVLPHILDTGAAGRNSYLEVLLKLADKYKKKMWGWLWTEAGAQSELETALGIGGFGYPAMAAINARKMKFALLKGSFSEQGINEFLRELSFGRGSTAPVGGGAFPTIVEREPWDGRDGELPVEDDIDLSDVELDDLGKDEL
PglD DTNB = inhibitors of Campylobacter jejuni PglD acetyltransferase; purified PglD enzyme, DTNB colorimetric CoA detection; inhibition, % at 12.5 µM; 360,000 tested, 0.098% active; AID 602405; in the data active means inhibition above about 16%, passing the limit was not always enough; inconclusive means no clear call, values can overlap the other calls; further: strong numbers were not always called active
Statin myotox sup = protects C2C12 myotubes from simvastatin toxicity; ATP luminescence, 48 h; scaled: DMSO 0, geranylgeraniol control 100; rescue of ATP level, % at 7.49 µM; 330,000 tested, 0.78% active; AID 602340;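 active means mean ATP rescue above about 67%, or every replicate alone reaching that limit, limit read from the data, passing the limit was not always enough; inconclusive means no clear call, values can overlap the other calls; inactive means mean under the limit and some replicate under it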;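 further: myotubes were challenged with 10 µM simvastatin during compound exposure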
S100A4 MyoIIA = S100A4-myosin IIA interaction inhibition; 360,000 tested, 0.14% active; inhibition, % at 10.7 µM; S100A4/TAMRA-MyoIIA peptide fluorescence polarization; P26447;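 active means mean inhibition of at least 70% across replicates, with every replicate also reaching that level; inconclusive means mean inhibition reaches 70% but some replicates fall short; inactive means mean inhibition below 70%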
Target sequence (P26447 whole entry, looked up): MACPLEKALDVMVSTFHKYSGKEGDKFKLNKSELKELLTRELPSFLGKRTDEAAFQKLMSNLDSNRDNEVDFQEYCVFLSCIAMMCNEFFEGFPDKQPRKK
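Assay system: human S100A4 monomer with TAMRA-labelled myosin IIA peptide / Buffer or medium: Calcium-containing HEPES buffer, pH 7.2 / Reagent: TAMRA-labelled myosin IIA heavy-chain peptide probe, 5 nM / Compound: one dose per compound / Timing: polarization read 5 min after assay mix addition, stable 5–60 min / Benchmarks: neutral control DMSO, positive control TFP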
Active calls of the source: *; ? = inconclusive; · = not tested or not shown. These rows are one share of the data; rates above refer to the full screens.

nr	mol	SIRT5 block	E-selectin induc	DENV2 CPE	ERp5 inh
1	CC(=O)Nc1ccc(-c2csc(Nc3cc(C)ccn3)n2)cc1	-1	-0.1	-1	0
2	O=C(C[C@H]1C=C[C@H](NC(=O)Nc2ccc3c(c2)OCO3)[C@H](CO)O1)NCc1ccc(Cl)cc1	4	-2.6	6	-5
3	Cc1ccc2sc(NNC(=O)C3=COCCO3)nc2c1C	-1	·	-2	2
4	O=C(/C=C/NCc1cccnc1)c1ccc(-c2ccccc2)cc1	-1	0.4	-2	-19
5	CN(C)c1cccc(NC(=O)c2cccc3ccccc23)c1	-1	·	6	4
6	COc1ccc(C(=O)Nc2ccc(-c3nnn(CC(=O)NCc4ccco4)n3)cc2)cc1	-4	4.2	·	5
7	COCCn1c(CN2CCN(c3cccc(Cl)c3)CC2)nc2c1c(=O)n(C)c(=O)n2C	-2	-0.6	7	-4
8	COc1ccccc1CNC(=O)C1CC(c2ccccc2[N+](=O)[O-])=NO1 (centres undefined)	·	1.1	·	·
9	C[C@H](CO)N1C[C@H](C)[C@@H](CN(C)C(=O)NC2CCCCC2)Oc2ccc(NC(=O)CCCN(C)C)cc2C1=O	-1	0.0	0	-1
10	Cc1noc(C)c1S(=O)(=O)Nc1ccc2c(c1)CC(=O)N([C@@H](C)CO)C[C@@H](C)[C@H](CN(C)C(=O)Nc1ccc(F)cc1)O2	-6	-0.3	-1	-19
11	CC(C(=O)O/N=C(\N)c1ccccn1)c1ccc([N+](=O)[O-])cc1 (centres undefined)	0	-0.4	6	-3
12	Cc1noc(C)c1NC(=O)NCC[C@@H]1CC[C@@H](NC(=O)c2ccc(F)cc2)[C@@H](CO)O1	7	0.0	-4	7
13	Cc1ccc(C(=O)NCc2ccc(Cl)cc2)cc1S(=O)(=O)N1CCCCC1	-3	?	9	-2
14	Cc1cccc(NC(=O)COC(=O)c2ccc3nc(C)c(C)nc3c2)c1	-3	·	-10	0
15	CCC(=O)N1CC[C@H]2[C@H](CO)Nc3ccc(-c4ccc(F)cc4)cc3[C@H]21	0	1.1	?	-2

nr	PglD DTNB	Statin myotox sup	S100A4 MyoIIA
1	5	12	2
2	5	4	12
3	·	·	-1
4	4	0	2
5	-1	-2	-7
6	-9	0	-2
7	-2	-5	12
8	-4	3	·
9	-12	5	12
10	-1	-17	-12
11	0	·	-4
12	-8	-12	-2
13	-1	-4	1
14	-4	9	1
15	-1	21	1

The final 3 records of the part above come first, to join the parts.
nr	mol	SIRT5 block	E-selectin induc	DENV2 CPE	ERp5 inh
13	Cc1ccc(C(=O)NCc2ccc(Cl)cc2)cc1S(=O)(=O)N1CCCCC1	-3	?	9	-2
14	Cc1cccc(NC(=O)COC(=O)c2ccc3nc(C)c(C)nc3c2)c1	-3	·	-10	0
15	CCC(=O)N1CC[C@H]2[C@H](CO)Nc3ccc(-c4ccc(F)cc4)cc3[C@H]21	0	1.1	?	-2
16	CCOc1ccc(NC(=O)CN(C)C(=O)c2cc(-c3ccc(OC)cc3)nc3ccccc23)cc1OCC	-4	-0.1	7	1
17	Cc1nnc(NC(=O)CSc2nccn2-c2ccc(F)cc2)s1	-4	3.4	1	-2
18	O=C(c1ccc(S(=O)(=O)N2CCCCCC2)cc1)N1CCN(Cc2ccccc2)CC1	0	·	4	0
19	CC1(C)Cc2c(cnn2-c2ccccc2)C(NC(=O)c2ccoc2)C1 (centres undefined)	-5	-0.2	3	0
20	CCOC(=O)CNC(=O)N(C)[C@H]1C[C@H]2c3[nH]c4c(-c5ccc6c(c5)OCO6)cccc4c3CCN2C(=O)[C@H]1[C@H](C)O	0	0.0	-11	1
21	CC(NC(=O)COC(=O)c1ccccc1SCC(=O)N1CCCC1)c1ccccc1 (centres undefined)	-2	·	-4	5
22	Cc1noc(C)c1C(=O)N(C)C[C@H]1OCc2ccccc2-c2c(n(C)c3ccccc23)C(=O)N([C@H](C)CO)C[C@H]1C	-11	1.6	9	13
23	COC(=O)c1cc2c(c3c4cc(OC)ccc4n(S(=O)(=O)c4ccc(F)cc4)c13)C(=O)N(CC(C)C)C2	·	-0.1	-5	6
24	COc1ccccc1N1CCN(S(=O)(=O)CCNC(=O)/C=C/c2ccc3c(c2)OCO3)CC1	·	·	-11	-11
25	NC1=NC(c2ccccc2)=NC1(NC(=O)c1ccccc1)C(Cl)Cl (centres undefined)	·	0.5	-4	-5
26	C[C@@H]1CN([C@@H](C)CO)C(=O)c2cc(NC(=O)Nc3cccc4ccccc34)ccc2O[C@@H](C)CCCCO[C@@H]1CN(C)S(=O)(=O)c1cccs1	·	0.5	-7	·
27	CCN(c1ccccc1)S(=O)(=O)c1ccc(OC)c(NC(=O)c2cc(Cl)ccn2)c1	-1	-0.1	?	-12
28	O=C(CCC(=O)N/N=C/c1ccc(Br)s1)NCc1ccccc1	2	2.6	·	-4
29	CC(C)CNC(=O)C1CCN(CC2CCCCC2)CC1	0	0.3	7	2
30	O=C(O)c1cccc(NS(=O)(=O)c2ccc(S(=O)(=O)N3CCOCC3)cc2)c1	1	0.7	8	1

nr	PglD DTNB	Statin myotox sup	S100A4 MyoIIA
13	-1	-4	1
14	-4	9	1
15	-1	21	1
16	·	·	-2
17	·	·	-2
18	1	-3	-1
19	-1	3	3
20	·	·	-9
21	·	·	-7
22	-1	-13	2
23	·	·	-3
24	3	-2	0
25	1	9	-3
26	0	39	·
27	·	·	-2
28	-5	·	2
29	-2	-11	-4
30	2	10	-2

New compounds follow:
nr	mol	SIRT5 block	E-selectin induc	DENV2 CPE	ERp5 inh
31	O=C(C[C@@H]1C[C@@H]2c3cc(NC(=O)NC4CCCC4)ccc3O[C@@H]2[C@H](CO)O1)NCc1ccc2c(c1)OCO2	5	1.0	0	-10
32	C[C@H](CO)N1C[C@H](C)[C@H](CN(C)C(=O)CCCN(C)C)OCCCC[C@H](C)Oc2ccc(NC(=O)Nc3ccc(C(F)(F)F)cc3)cc2C1=O	·	-0.3	-9	·
33	Cc1ccc(S(=O)(=O)Nc2ccc3c(c2)C(=O)N([C@@H](C)CO)C[C@H](C)[C@H](CN(C)C(=O)Nc2ccccc2)OCCCC[C@@H](C)O3)cc1	1	-0.3	-5	0
34	O=C(CC1C(=O)NCCN1CC1CCCCC1)NCc1cccc(F)c1F (centres undefined)	-2	·	3	5
35	Cc1nn(-c2cccc(Cl)c2)c2nc(-c3ccncc3)cc(C(=O)N3CCOCC3)c12	-2	1.6	0	0
36	CCN(CC)CCCNC(=S)N(Cc1ccco1)Cc1cc2cc3c(cc2[nH]c1=O)OCCO3	4	-2.2	14	-6
37	COCC(=O)N1CC(=O)N2[C@H](CO)[C@H](c3ccc(C#CC(C)C)cc3)[C@H]2C1	-4	0.2	-10	-4
38	CN(C)S(=O)(=O)c1ccc(C(=O)Nc2nnc(SCc3cccc4ccccc34)s2)cc1	-2	-2.8	1	1
39	COc1cccc(NC(=O)c2cc(=O)c3ccccc3o2)c1	-4	0.1	0	1
40	O=S1(=O)N[C@H](c2ccccc2)C[C@H](c2ccc(C(F)(F)F)cc2)O1	·	·	2	-5
41	CC1(C)CC(=O)c2c(O)cc(OCc3ccc(Br)cc3)cc2O1	0	·	16	2
42	CCCN(CC(=O)Nc1ccccc1C)C(=O)C1CC(=O)N(c2cccc(C)c2C)C1 (centres undefined)	8	-0.6	?	2
43	CCOC(=O)C1CCN(C(=O)COc2ccc(Br)cc2C)CC1	-3	·	2	-2
44	CS(=O)(=O)c1ccc(Cl)c(NC(=O)CCN2C(=O)C3CC=CCC3C2=O)c1 (centres undefined)	3	0.1	4	-5
45	CCOC(=O)C1CCN(C(=O)c2cc3cc4ccc(OC)cc4nc3o2)CC1	-10	?	-2	3

nr	PglD DTNB	Statin myotox sup	S100A4 MyoIIA
31	-1	-5	1
32	0	-13	·
33	2	·	-1
34	·	·	2
35	·	·	8
36	·	·	-4
37	·	·	-72
38	·	·	4
39	1	5	6
40	1	-3	-9
41	-5	-39	0
42	·	·	4
43	-1	-6	-15
44	-2	9	-1
45	1	-9	1

Next part.
nr	mol	SIRT5 block	E-selectin induc	DENV2 CPE	ERp5 inh
46	O=C(O)CCSc1ccc([N+](=O)[O-])cc1[N+](=O)[O-]	3	0.3	5	3
47	Cn1nc([N+](=O)[O-])nc1Oc1ccccc1C(=O)N1CCOCC1	6	-0.2	14	-7
48	O=C(C[C@H]1CC[C@@H]2[C@H](COC[C@@H](O)CN2CCC(F)(F)F)O1)NCc1ccc2c(c1)OCO2	3	0.0	1	-3
49	Cn1c(CSCCOc2ccccc2)n[nH]c1=S	-3	·	-5	3
50	COc1ccc(C(=O)/C=C/c2cn(CC(O)CN3CCN(C)CC3)c3ccccc23)cc1OC (centres undefined)	2	·	14	2
51	O=C(Nc1ccccn1)c1cc2cc([N+](=O)[O-])ccc2s1	-3	-0.6	-1	-3
52	COc1ccccc1C#Cc1ccc2c(c1)[C@H]1[C@H](CCN1S(=O)(=O)c1cn(C)cn1)[C@@H](CO)N2	0	0.5	17	9
53	COCCSc1ccccc1C(=O)Nc1ccccc1C#N	-1	0.0	-1	0
54	CCN(CC)S(=O)(=O)c1ccc(N2CCCC2)c(NC(=O)Cc2cc(OC)c(OC)c(OC)c2)c1	0	5.6	10	1
55	O=C(NCc1ccco1)C(c1ccncc1)N(C(=O)Cn1nnc2ccccc21)c1ccccc1 (centres undefined)	·	0.5	3	5
56	CCCCC[C@@H](C)N1C[C@@H](COCc2ccccc2)Oc2cc(N3CCC[C@@H]3CO)ccc2S1(=O)=O	-2	-0.2	13	-3
57	C[C@H](CO)N1C[C@H](C)[C@@H](CN(C)C(=O)c2ccc(F)cc2)Oc2ncc(-c3ccc(F)cc3)cc2C1=O	1	-0.4	48*	-4
58	O=C(NCCc1ccc(Cl)cc1)c1ccc2[nH]c(=O)c(=O)[nH]c2c1	-5	·	-2	-4

nr	PglD DTNB	Statin myotox sup	S100A4 MyoIIA
46	·	·	-5
47	·	·	-4
48	-1	2	3
49	1	·	-1
50	·	·	-21
51	0	·	0
52	·	·	-3
53	1	6	-1
54	-5	-37	5
55	0	-7	-3
56	·	·	-5
57	-1	2	-7
58	6	0	-6
